High-throughput results: PubChem BioAssay, Broad Institute
F508del corr: correctors of CFTR F508del function in bronchial epithelial cells; CFBE cells, YFP halide quenching; stimulated with forskolin plus potentiator P3; % fluorescence drop versus neutral controls; activity (quench increase), % at 7.58 µM; 350,000 compounds, 0.36% hits; AID 720511;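 active = mean added fluorescence quench of at least 8% versus neutral control, with both replicates also reaching 8%; inconclusive = only one of the mean or replicate conditions met; inactive = mean below 8% and not both replicates reaching 8%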;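 also: cells transiently co-express mutant CFTR-F508del with the halide-sensitive YFP; corrector assay measuring rescue of mutant channel to the surface after 24 h compound exposure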
INS-1E GSIS act: primary screen for activators of insulin secretion dependent on glucose, INS-1E cells, GLuc reporter luminescence; 370,000 compounds, 0.61% hits; activation, % at 16.6 µM; INS-1E GLuc reporter insulin secretion, 2-3 h;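 active = lowest replicate activation of at least 40%, so every replicate reaches that level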;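 also: 0% = median of neutral control wells and 100% = median of IBMX positive control wells; some compounds called inactive have numbers as strong as hits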
DENV2 CPE rescue: inhibitors of DENV2 cytopathic effect; CPE inhibition, % at 9.99 µM; 350,000 compounds, 1.7% hits; DENV2-infected cells, cytopathic effect rescue, plate reader; in the data active = CPE inhibition above about 20%, passing the limit was not always enough; inconclusive = no clear call, values can overlap the other calls; tested in BHK-21 cells;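 also: 0% = median of neutral control wells and 100% = median of positive control wells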
RAD52 inh: blocks human RAD52 DNA annealing | P43351 | recombinant RAD52 DNA annealing, FRET fluorescence | inhibition, % at 18.7 µM | 360,000 compounds, 0.46% hits | AID 651710;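 active = every replicate showing at least 50% inhibition; inconclusive = mean inhibition at least 50% but not in every replicate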
RAD54 branch: inhibitors of human RAD54 branch migration | inhibition, % at 10.4 µM | Q92698 | AID 602329 | 360,000 compounds, 0.14% hits | RAD54 Holliday junction branch migration, FAM/BHQ fluorescence;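 active = mean normalized replicate activity at least 40 and at least half of replicates scoring 40 or more; inconclusive = only one of the two criteria met; inactive = mean below 40 and under half of replicates reaching 40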;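 also: 0% = median of neutral control wells and 100% = median of positive control wells; inhibitors cause a drop in the FAM fluorescence signal; in these data hits start at about 50%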
Target sequence (Q92698 whole entry, looked up): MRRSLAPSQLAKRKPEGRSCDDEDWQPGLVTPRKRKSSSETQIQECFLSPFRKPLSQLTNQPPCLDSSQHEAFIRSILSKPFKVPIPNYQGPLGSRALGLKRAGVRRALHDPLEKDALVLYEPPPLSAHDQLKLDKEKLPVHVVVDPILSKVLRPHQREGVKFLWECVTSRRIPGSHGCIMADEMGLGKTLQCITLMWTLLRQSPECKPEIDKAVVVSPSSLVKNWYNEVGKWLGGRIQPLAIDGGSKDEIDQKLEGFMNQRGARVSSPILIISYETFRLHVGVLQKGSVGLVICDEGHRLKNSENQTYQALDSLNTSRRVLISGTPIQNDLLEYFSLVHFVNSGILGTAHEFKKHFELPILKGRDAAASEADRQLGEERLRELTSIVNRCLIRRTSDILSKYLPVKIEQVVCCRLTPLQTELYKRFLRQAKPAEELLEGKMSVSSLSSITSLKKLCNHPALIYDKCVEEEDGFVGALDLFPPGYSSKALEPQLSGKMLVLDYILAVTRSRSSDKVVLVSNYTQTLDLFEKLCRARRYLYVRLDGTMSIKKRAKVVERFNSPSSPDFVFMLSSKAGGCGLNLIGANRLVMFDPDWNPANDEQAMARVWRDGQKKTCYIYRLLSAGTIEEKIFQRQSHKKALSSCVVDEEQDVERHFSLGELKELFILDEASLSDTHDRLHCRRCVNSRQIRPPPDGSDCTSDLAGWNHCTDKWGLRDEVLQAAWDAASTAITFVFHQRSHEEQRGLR
XiGFP reactiv: reactivates the inactive X chromosome in mouse fibroblasts | activation, % at 7.58 µM | AID 743238 | XiGFP mouse fibroblasts, % GFP-positive cells imaging, 3 d; cells co-treated with 5-aza-dC sensitizer; scaled so ellipticine positive control = 100% | 360,000 compounds, 0.055% hits;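 active = mean normalized replicate activation at least 10% and every replicate at or above 10%; inconclusive = only one of the two criteria met; inactive = mean below 10% and not all replicates reach 10%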;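 also: 0% = median of on-plate neutral control wells and 100% = ellipticine 6 µM median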
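assay system = SV40-immortalized XiGFP fibroblast cells, line 68-5-11 | buffer or medium = DMEM plus 5-aza-dC sensitizer | doses = single-point pinned compound dosing | times = 3-day compound exposure, then 15 min fixation at room temperature | benchmarks = positive control ellipticine, 6 µM final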
E-selectin induc: E-selectin induction on HUVECs. P16581. HUVEC E-selectin immunofluorescence imaging; normalized: neutral wells 0, TNF-alpha wells 100. activation, % at 7.58 µM. 260,000 compounds, 0.37% hits;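 active = mean E-selectin-positive cell signal at least 10% of the positive control, reached in at least 60% of replicates, without over 20% cell loss; inconclusive = no rule given, readout overlaps actives, possibly toxicity-flagged; inactive = the rest, including those meeting only one limit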;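 also: in these data hits start at about 27%; measured in HUVEC primary endothelial cells; signal is the percent of cells scored E-selectin positive by PE staining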
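Assay system: HUVEC, human umbilical vein endothelial cells / Amount: 3,000 HUVEC/well / Controls: TNF-alpha positive control, DMSO neutral control / Compound dosing: single concentration / Medium: EGM-2 over gelatin coat / Evaluation: percent E-selectin-positive cells / Signal: immunofluorescence imaging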
Casp6 inh: caspase-6 (human) enzyme inhibition; inhibition, % at 12.5 µM; AID 686996; purified caspase-6, Z-VEID-R110 cleavage fluorescence; 350,000 compounds, 0.53% hits; P55212;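 active = mean inhibition across replicates at least about 35%, with every replicate also reaching that limit, limit read from the data; inconclusive = only one of the two criteria met; inactive = neither criterion met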;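 also: 0% = median of neutral control wells and 100% = no fluorescence left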
Target sequence (P55212 24-179 limits assumed): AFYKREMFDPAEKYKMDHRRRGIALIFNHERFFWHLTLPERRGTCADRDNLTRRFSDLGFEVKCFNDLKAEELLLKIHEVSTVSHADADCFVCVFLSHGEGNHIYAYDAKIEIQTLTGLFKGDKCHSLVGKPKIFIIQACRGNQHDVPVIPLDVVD
Target sequence (P55212 194-293 limits assumed): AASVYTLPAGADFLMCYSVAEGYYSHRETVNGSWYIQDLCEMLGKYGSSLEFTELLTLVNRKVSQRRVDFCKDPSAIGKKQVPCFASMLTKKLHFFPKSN
* = called active by the depositor; & = joins results of further samples.

`CO[C@H]1CC[C@H]2CCOc3ccc(C#N)cc3C(=O)N(C)[C@@H](C)C(=O)N(C)C[C@@H]1O2` gave INS-1E GSIS act 12, DENV2 CPE rescue 16, RAD52 inh -1, RAD54 branch 4, XiGFP reactiv 0.2 and E-selectin induc 0.4.
Screening O=C(Nc1ccc(F)cc1)c1ccc(CSc2ccccc2)o1 returned F508del corr -4.5, INS-1E GSIS act -9, DENV2 CPE rescue -4, RAD52 inh -20, XiGFP reactiv 0.0 and Casp6 inh 2.
Screening N#Cc1c(NC(=O)c2cc([N+](=O)[O-])ccc2N2CCOCC2)sc2c1CCCC2 returned F508del corr 6.1, INS-1E GSIS act 19, DENV2 CPE rescue -2, RAD52 inh -18, XiGFP reactiv 0.0 and Casp6 inh 0.
`Cc1ccc(-c2nc(C)sc2CC(=O)OCC(=O)Nc2cccc([N+](=O)[O-])c2)cc1` gave F508del corr -1.3, INS-1E GSIS act -2, DENV2 CPE rescue inconclusive, RAD52 inh -28, XiGFP reactiv -0.1 and Casp6 inh 0.
Screening Cc1onc(-c2ccccc2Cl)c1C(=O)N(C)CC(=O)Nc1ccc(F)c(F)c1F returned F508del corr -1.1, INS-1E GSIS act -34, DENV2 CPE rescue 3, RAD52 inh -9, RAD54 branch -1, XiGFP reactiv 0.4 and Casp6 inh 0.
Cc1cccc(C)c1NC(=O)CSc1nc2c([nH]1)c(=O)n(C)c(=O)n2C was read as F508del corr -1.0, INS-1E GSIS act -6, DENV2 CPE rescue 4, RAD52 inh -2, RAD54 branch -10, XiGFP reactiv 0.2, E-selectin induc 0.0 and Casp6 inh -1.
COc1ccc(-c2nc3cnccn3c2NC2CCCCC2)cc1-c1cccc(Cl)c1 was read as F508del corr -0.3, INS-1E GSIS act 42, DENV2 CPE rescue 4, RAD52 inh -21, RAD54 branch 1, XiGFP reactiv 0.0, E-selectin induc 0.3 and Casp6 inh 7.
For Cc1ccc(-n2c(C)nn(CCOc3ccccc3)c2=O)cc1 the results were F508del corr 2.1, INS-1E GSIS act -2, DENV2 CPE rescue -1, RAD52 inh 4, RAD54 branch -5, XiGFP reactiv 0.2, E-selectin induc 1.8 and Casp6 inh -8.
For CCCC(=O)Nc1ccc2c(c1)C(=O)N(C)[C@@H]1CC[C@H](CC(=O)NCC3CC3)O[C@H]1CO2 the results were F508del corr 1.7, INS-1E GSIS act 1, DENV2 CPE rescue 9, RAD52 inh 6, RAD54 branch -8, XiGFP reactiv 0.0, E-selectin induc 0.1 and Casp6 inh -2.
For COc1ccc(OC)c(S(=O)(=O)N2CCC(C(=O)NC3CCCCCC3)CC2)c1 the results were F508del corr -1.8, INS-1E GSIS act -7, DENV2 CPE rescue inconclusive, RAD52 inh 1, RAD54 branch -9, XiGFP reactiv 0.0, E-selectin induc 0.1 and Casp6 inh -3.
`CO[C@H]1CN(C)C(=O)c2ccc(NC(=O)C3CC3)cc2OC[C@H](C)N(Cc2cncnc2)C[C@H]1C` gave F508del corr -1.5, INS-1E GSIS act 5, XiGFP reactiv 0.6 and E-selectin induc 0.8.
For CC(C)(C)OC(=O)C[C@@H]1C/C=C\C[C@H](CC(=O)N(CCO)Cc2ccccc2)C(=O)N[C@H](C(C)(C)C)COC1=O the results were F508del corr -3.7, INS-1E GSIS act -26, DENV2 CPE rescue -1, RAD52 inh -4, RAD54 branch 0, XiGFP reactiv 0.0 and E-selectin induc -0.1.
For Cc1ccc(S(=O)(=O)Nc2nc(C)c(C(=O)N/N=C/c3ccccc3)s2)cc1 the results were F508del corr -3.0, INS-1E GSIS act -5, DENV2 CPE rescue 13, RAD52 inh -12, RAD54 branch -2, XiGFP reactiv 0.2 and Casp6 inh 0.
For COC(=O)c1ccc(NC(=O)CN2CCC(NC(=O)c3ccco3)CC2)cc1 the results were F508del corr -2.6, INS-1E GSIS act 0, RAD52 inh -8, XiGFP reactiv 0.2, E-selectin induc 0.4 and Casp6 inh -2.
`C[C@H](CO)N1C[C@H](C)[C@@H](CN(C)Cc2ccc(Oc3ccccc3)cc2)Oc2c(NC(=O)C3CCOCC3)cccc2C1=O` gave F508del corr 3.6, INS-1E GSIS act -37, RAD52 inh -20, RAD54 branch -4, XiGFP reactiv 0.2, E-selectin induc 19 and Casp6 inh 3.
O=C(CSc1ccc([N+](=O)[O-])cn1)Nc1ccccc1N1CCOCC1 was read as F508del corr -1.4, INS-1E GSIS act 8, DENV2 CPE rescue -4, RAD52 inh -2, RAD54 branch -7, XiGFP reactiv 0.0, E-selectin induc 2.1 and Casp6 inh 0.
`COc1ccc(CNC(C)C23CC4CC(CC(C4)C2)C3)c(OC)c1OC` (centres undefined) gave INS-1E GSIS act -3, DENV2 CPE rescue -6, RAD52 inh 4, RAD54 branch 4, XiGFP reactiv 0.3, E-selectin induc 0.5 and Casp6 inh 0.
For S=C(NCCCc1ccccc1)Nc1ccccc1 the results were F508del corr -0.2, INS-1E GSIS act -25, DENV2 CPE rescue 16, RAD52 inh -1, RAD54 branch 3, XiGFP reactiv 0.1 and Casp6 inh -5.
`COc1ccc(S(=O)(=O)Nc2ccc3c(c2)C(=O)N([C@@H](C)CO)C[C@@H](C)[C@@H](CN(C)Cc2ccc(Oc4ccccc4)cc2)O3)cc1` gave F508del corr 7.1, INS-1E GSIS act -6, DENV2 CPE rescue -7, RAD52 inh 45, RAD54 branch -4, XiGFP reactiv 0.8, E-selectin induc 0.6 and Casp6 inh 0.
Screening C[C@@H]1CN([C@@H](C)CO)C(=O)c2cc(NS(=O)(=O)c3cn(C)cn3)ccc2O[C@@H](C)CCCCO[C@@H]1CN(C)C(=O)CCC(F)(F)F returned F508del corr -0.8, INS-1E GSIS act 5, DENV2 CPE rescue 5, RAD52 inh 8, RAD54 branch -1, XiGFP reactiv 0.2, E-selectin induc -0.2 and Casp6 inh 1.
For C[C@H]1CN([C@@H](C)CO)S(=O)(=O)c2ccc(-c3ccncc3)cc2O[C@@H]1CN(C)Cc1ccccn1 the results were F508del corr 1.8, INS-1E GSIS act 2, DENV2 CPE rescue -12, RAD52 inh -12, RAD54 branch 8, XiGFP reactiv -0.1, E-selectin induc 0.1 and Casp6 inh 2.
Screening COc1ccc(C(=O)Nc2ccccc2C(=O)N/N=C/c2ccco2)cc1 returned INS-1E GSIS act 23, DENV2 CPE rescue 0, RAD52 inh -5, XiGFP reactiv 0.0, E-selectin induc 0.0 and Casp6 inh -2.
For CCCCNC(=O)c1ccc2nc(-c3ccco3)c(-c3ccco3)nc2c1 the results were F508del corr -0.7, INS-1E GSIS act 7, DENV2 CPE rescue inconclusive, RAD52 inh 18, RAD54 branch 7, XiGFP reactiv 0.2, E-selectin induc -0.3 and Casp6 inh 72*.
For Cc1nc(SCC(=O)NC2CCCCC2)[nH]c(=O)c1C the results were F508del corr -1.3, INS-1E GSIS act -2, DENV2 CPE rescue -2, RAD52 inh -13, XiGFP reactiv 2.3, E-selectin induc -0.2 and Casp6 inh -1.
For CO[C@H]1CN(C)C(=O)c2cc(NC(=O)C3CC3)ccc2OC[C@@H](C)N(C(=O)C2CCOCC2)C[C@H]1C the results were F508del corr -2.4, INS-1E GSIS act 38, XiGFP reactiv 0.2 and E-selectin induc -0.1.
For c1ccc(-c2csc(Nc3ccc4c(c3)OCO4)n2)cc1 the results were F508del corr -1.8, INS-1E GSIS act 15, DENV2 CPE rescue inconclusive, RAD52 inh -17, RAD54 branch 17, XiGFP reactiv -0.1 and Casp6 inh -2.
COc1ccc(Cl)cc1-n1c(C)cc(C(=O)O)c1C was read as INS-1E GSIS act 12, RAD52 inh -2, RAD54 branch 10 and Casp6 inh 3.
For C/C(=N\N1CCN(Cc2ccc(Cl)cc2)CC1)c1ccc(F)cc1 the results were F508del corr -1.0, INS-1E GSIS act -4, DENV2 CPE rescue -5, RAD52 inh -6, RAD54 branch -2, XiGFP reactiv 0.0, E-selectin induc -0.1 and Casp6 inh -2.
CCN(CC)C(=O)c1[nH]cnc1C(=O)Nc1ccc(Cl)cc1 was read as F508del corr 3.6, DENV2 CPE rescue 16, RAD52 inh -3, RAD54 branch 9, XiGFP reactiv 2.6, E-selectin induc -0.1 and Casp6 inh 1.
`CC(=O)N1CCC(=NNS(=O)(=O)c2ccc(C)c([N+](=O)[O-])c2)CC1` gave INS-1E GSIS act 7, RAD52 inh 11, RAD54 branch -3 and Casp6 inh -2.
Screening O=C(NCc1ccco1)C1CC(=O)N(c2ccc(Cl)cc2)C1 (centres undefined) returned F508del corr 0.9, INS-1E GSIS act 18, DENV2 CPE rescue -14, RAD52 inh -14, XiGFP reactiv 0.4 and Casp6 inh 2.
For COc1cc(C2=CN(Cc3ccccc3)CCC2=O)cc(OC)c1OC the results were F508del corr 0.9, INS-1E GSIS act -4, DENV2 CPE rescue -9, RAD52 inh -95, RAD54 branch -12, XiGFP reactiv 0.1, E-selectin induc -0.1 and Casp6 inh 1.
`C[C@@H]1CCCCO[C@H](CN(C)S(=O)(=O)c2ccccc2)[C@H](C)CN([C@H](C)CO)C(=O)c2cc(NC(=O)Cc3ccccc3)ccc2O1` gave F508del corr -1.8, INS-1E GSIS act -25, DENV2 CPE rescue 2, RAD52 inh 30, RAD54 branch -1, XiGFP reactiv 0.1 and Casp6 inh 2.
`CCCCN1C(=O)C(CC(=O)NCC2CCCCC2)CC(C(=O)N2CCCCCC2)=C1C` (centres undefined) gave F508del corr 0.1, INS-1E GSIS act -21, DENV2 CPE rescue -5, RAD52 inh -11, XiGFP reactiv -0.2, E-selectin induc 0.2 and Casp6 inh -1.
`CCOC(=O)C1(Cc2ccccc2Cl)CCN(Cc2csc(C(C)=O)c2)CC1` gave F508del corr 1.9, DENV2 CPE rescue 16, RAD52 inh -73, RAD54 branch 7, XiGFP reactiv 1.1 and Casp6 inh 5.
For CCOC(=O)[C@@H]1[C@H]2COc3ccc(Br)cc3[C@@H]2N2C(=O)N(c3ccc(Br)cc3)C(=O)[C@]12C the results were F508del corr -0.4, INS-1E GSIS act -7&-6, DENV2 CPE rescue 17, RAD52 inh 5&1, RAD54 branch 1, XiGFP reactiv 0.2, E-selectin induc 0.0 and Casp6 inh -1&-2.
For Cc1cc(C)cc(NC(=O)C(=O)NCCCN2CCCC2=O)c1 the results were F508del corr 1.8, INS-1E GSIS act 2, DENV2 CPE rescue 5, RAD52 inh -7, XiGFP reactiv 0.0 and Casp6 inh -5.
COc1ccc(S(=O)(=O)N(C)C[C@@H]2OCCCC[C@H](C)Oc3ccc(NC(=O)Cc4ccccc4)cc3C(=O)N([C@H](C)CO)C[C@H]2C)cc1 was read as F508del corr -2.9, INS-1E GSIS act -20, DENV2 CPE rescue 13, RAD52 inh -34, RAD54 branch 4, XiGFP reactiv 0.1, E-selectin induc 0.2 and Casp6 inh -2.
COc1ccc(-c2ccccc2)cc1NC(=O)C1(C)CCN1C(=O)C(C)C (centres undefined) was read as F508del corr -4.1, DENV2 CPE rescue -9, RAD52 inh -12, RAD54 branch 3, XiGFP reactiv 0.2, E-selectin induc 0.2 and Casp6 inh 2.
CCCNC(=O)N1C[C@H]2[C@@H](c3ccccc31)[C@@H](CO)N2C(=O)Nc1ccccc1F was read as F508del corr 0.6, INS-1E GSIS act -4, DENV2 CPE rescue 8, RAD52 inh 7, RAD54 branch -14, XiGFP reactiv 0.0, E-selectin induc 0.0 and Casp6 inh -1.
